# Source: PubChem (Small Molecule Screening Facility, UW Madison)
# PriA SSB inh: K. pneumoniae PriA-SSBct interaction inhibition. AlphaScreen SSBct-PriA binding, biotinylated peptide. inhibition, % at 33 µM. 0.6% of 430,000 active. AID 1272365; in the data active = inhibition mostly above about 37%, no sharp cut-off; inactive = mostly below about 20%;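 note: plate controls were negative control peptide for no effect and reference peptide for full effect; strong numbers were not always called active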
# * hit, by the source's call; & = joins results of further samples.
SMILES,PriA SSB inh
Oc1ccc(C=NNP(=S)(c2ccccc2)c2ccccc2)c(O)c1O,20.8
CC(Cc1ccoc1)NS(=O)(=O)c1cnn(C)c1 (configuration not stated),2.0
Cc1cc(=O)n2c(-c3cccc(NC(=O)c4ccccn4)c3)csc2n1,-18.0&-14.0
Nc1cccc(-c2ccc3nnc(-c4ccc(N5CCOCC5)cc4)n3n2)c1,-9.0
Cc1ccc(C#N)c(SCCCn2c(=O)[nH]c3ccccc32)n1,3.0
O=C(c1ccncc1)N1CCCC[C@H](c2ccc(F)cc2)C1,-7.0
OC1(c2ccc(Br)cc2)NN=C2CCCCCN21 (configuration not stated),3.0
O=C(c1ccc(CSc2nc(-c3ccc(F)cc3)cs2)o1)N1CCN(Cc2ccccc2)CC1,11.0
C[C@](O)(CNC(=O)Nc1cccs1)c1cccs1,-13.0
CSc1ccc(CNC(=O)Cn2c(=O)c(N3CCCCC3)nc3ccccc32)cc1,7.0
Nc1nc(NCCN2CCOCC2)nc(NCc2ccco2)c1[N+](=O)[O-],-4.0
CCCS(=O)(=O)N1CCCc2cc(NS(=O)(=O)/C=C/c3ccc(C)cc3)ccc21,14.0

# The final 5 entries of the section above open the next one.
SMILES,PriA SSB inh
O=C(c1ccc(CSc2nc(-c3ccc(F)cc3)cs2)o1)N1CCN(Cc2ccccc2)CC1,11.0
C[C@](O)(CNC(=O)Nc1cccs1)c1cccs1,-13.0
CSc1ccc(CNC(=O)Cn2c(=O)c(N3CCCCC3)nc3ccccc32)cc1,7.0
Nc1nc(NCCN2CCOCC2)nc(NCc2ccco2)c1[N+](=O)[O-],-4.0
CCCS(=O)(=O)N1CCCc2cc(NS(=O)(=O)/C=C/c3ccc(C)cc3)ccc21,14.0
O=C(Nc1nc(-c2ccc(Cl)s2)cs1)C1CCCCC1,-5.0&13.0
CC(C)=CCSc1nnc2c(n1)[nH]c1ccccc12,8.0
O=C(CSc1ncc(-c2cccc(Cl)c2)o1)NCc1ccc2c(c1)OCO2,-16.0
Cc1cn2c3c(=O)n(CC(=O)OCc4ccccc4)c(=O)n(C)c3nc2n1Cc1ccco1,-13.0
COc1ccccc1OCC#CCNC(=O)c1cc(-c2cccs2)[nH]n1,-4.0
CC(C)(C)c1csc(NC(=O)CCS(=O)(=O)c2ccc(Cl)cc2)n1,6.0
OCCN(C=Nc1nc(-c2ccc(Br)cc2)cs1)CCO,-1.7
Cc1ccc(C(=O)COC(=O)c2ccc(Br)cn2)cc1,1.0
COC(=O)c1ccc(S(=O)(=O)NCc2ccnc(-c3cccs3)c2)cc1,-14.0
Cc1ccc(F)cc1NC(=O)Cn1c(C)cc(C)c(-c2nc(-c3ccc(Cl)cc3)no2)c1=O,-8.0
COc1cccc(C=Nc2sc(Cc3ccccc3)c(C)c2C(N)=O)c1O,1.9
Cc1ccccc1-c1nc(CSc2nc(C)c(Cc3ccccc3)c(=O)[nH]2)c(C)o1,7.0
N#Cc1nccnc1OC1CCC(NC(=O)c2ccsc2)CC1 (configuration not stated),-16.0
Cc1ccccc1OCC(=O)NCCn1ncc2c(=O)n(Cc3ccccc3F)cnc21,14.0
O=C(NC[C@@H](c1cccnc1)N1CCc2ccccc2C1)C(=O)NC1CCCCCC1,7.0
CCOc1ccc(NC(=O)Cc2cc(=O)[nH]c(SCc3ccccc3)n2)cc1,4.0
C[C@H](Oc1ccccc1)C(=O)Nc1c(C(=O)Nc2ccc3c(c2)OCCO3)oc2ccccc12,-6.0
CSc1ncc(Cl)c(C(=O)N2CCc3ccccc32)n1,2.0&8.0
O=C(COc1ccc(F)cc1)N(Cc1ccco1)C1CCOCC1,0.0
Cc1cc2cc(CNC(=S)Nc3ccccc3Cl)ccc2n1C,34.4
CC(Nc1n[nH]c(=O)[nH]c1=O)C(=O)NN=Cc1cccs1 (configuration not stated),6.3
CCOc1ccc(Nc2nc(Nc3ccc(C)c(C)c3)nc(N3CCCC3)n2)cc1,1.0
O=C(Nc1nnc(-c2ccno2)o1)c1cc(Cl)sc1Cl,3.0
CN(C)c1ccc(CCNS(=O)(=O)c2cc(F)ccc2F)cc1,2.0
Cc1ccccc1-c1noc(C[C@H]2CCCN(C(=O)Nc3cccs3)C2)n1,16.0
O=C(CSC1=NC2(CCCC2)N=C1c1cccs1)Nc1ccccc1C(F)(F)F,9.0
O=C(Nc1ccc(Cl)cc1)Nc1ccc2oc(-c3ccccc3F)cc(=O)c2c1,-3.0
CCOC(=O)CCn1c(=O)c2c(nc3oc(C)c(C)n32)n(C)c1=O,2.0
O=S(=O)(/C=C/c1ccccc1)NCCSC1CCOCC1,0.0
CC1=C(C(=O)O)S(=O)(=O)CCO1,3.0
O=C(NCc1ccc2c(c1)OCO2)C(=O)NC[C@]1(O)CCOc2ccccc21,-2.0
COc1cccc(C(=O)N2CCN(c3nc4ccc(OC(F)(F)F)cc4s3)CC2)c1OC,11.0
O=C(CCC(=O)N1CCN(CCn2ccnc2-c2ccccc2)CC1)c1ccccc1,-13.0
CN1C(=O)c2ccccc2C(C(=O)NCc2ccccn2)C1c1cn(C)c2ccccc12 (configuration not stated),-11.0
COc1ccc(S(=O)(=O)Cc2nc(-c3ccccc3)no2)cc1,-11.0
O=C(Cc1ccc(F)cc1)N1CC(c2nc(-c3ccco3)no2)C1,2.0

# Reformatted as tab-separated lines: entries from further up.
smiles	PriA SSB inh
O=C(COc1ccc(F)cc1)N(Cc1ccco1)C1CCOCC1	0.0
Cc1cc2cc(CNC(=S)Nc3ccccc3Cl)ccc2n1C	34.4

# Going on with the list:
SMILES,PriA SSB inh
CC(CC(=O)Nc1cccc(Cl)c1C)=NNC(=O)Cc1csc(N)n1,-6.2
O=C(Cc1ccc(Cl)cc1)NN=Cc1ccncc1,-10.5
O=C(CSc1ncnc2scc(-c3ccc(Cl)cc3)c12)NCC1CCCO1 (configuration not stated),-3.0
CCn1ccc(C(=O)Nc2ccc(OC)c3ccccc23)n1,-8.0
CCOc1ccc(-c2nc(CSc3n[nH]c(=O)c4cc(-c5ccco5)nn34)c(C)o2)cc1OC,8.0
O=C(NCC1CCN(C(=O)c2ccncc2)CC1)c1ccccn1,2.0
c1cnn(CCN2CCc3sccc3C2)c1,-1.0
CC1CN(c2nc(N3CCOCC3)nc3c2cnn3-c2ccccc2)CC(C)O1 (configuration not stated),7.0
COc1ccc(Cl)cc1C(=O)N1CCc2cnc(N3CCOCC3)nc2C1,1.0
COc1ccccc1OCC#CCNS(=O)(=O)c1cccc2cccnc12,13.0
CN1CCc2cc(C(CN)N(C)C)ccc21 (configuration not stated),47.0
O=C(NN=Cc1ccccc1Cl)c1cccc(F)c1,-7.5
COc1cn(-c2ccc(F)cc2)nc1C(=O)NCCCn1ccnc1,0.0
c1ccc(OCCCn2cnc3ccccc32)cc1,-15.0
O=C(NCCCN1CCN(c2ccccc2)CC1)c1cccc(Cl)c1,10.0
CC(C)OCCCNc1nnnc2c1cnn2-c1ccccc1,7.0
CSc1nn(CC(=O)Nc2ccc(C)cc2Cl)c(N)c1-c1nc(-c2ccc3c(c2)OCO3)no1,-1.0&4.0
O=C(CSC1CCCC1)NCCC(O)c1ccoc1 (configuration not stated),2.0
O=C(Oc1cccc(OC(=O)N2CCOCC2)c1)N1CCOCC1,-12.0
CCCOc1nn(CCC)cc1C(=O)NC1=NCCS1,-12.0
CCc1cccc2sc(NC(=O)c3ccc(S(=O)(=O)N(C)C4CCCCC4)cc3)nc12,-4.0
CC(C)(C)c1ccc(NS(=O)(=O)c2ccc(Cl)c(C(F)(F)F)c2)cc1,-7.0
O=S(=O)(NCC1(O)Cc2ccccc2C1)c1cccc2nsnc12,9.0
CN=C1SC(CC(=O)Nc2ccccc2F)C(=O)N1N=Cc1ccc(O)c(OC)c1 (configuration not stated),0.2
Cc1ccc(-c2csc3nc(SCC(=O)c4ccc5c(c4)OCCO5)n(-c4ccccc4)c(=O)c23)o1,-1.0
CC1CN(C(=O)Cn2nc(C3CC3)c3cnn(-c4cccc(Cl)c4)c3c2=O)CC(C)O1 (configuration not stated),1.0
COc1ccc(OC)c(NC(=O)CCCSc2ccc(NC(=O)c3ccco3)nn2)c1,0.0
COC(=O)c1cc(Nc2ccc(OCc3ccccc3)cc2)c2cccc(C)c2n1,-18.0
COc1ccccc1OCC(=O)Nc1ccc2c(c1)N(C(C)=O)CC2,-22.0
O=C(CSc1ncnc2nc[nH]c12)c1ccc(F)cc1,-7.0&11.0
Cc1cc(=O)[nH]c(NC(=O)CCc2ccc(=O)n(C)n2)n1,1.0
Cc1nnc(C2CCCN(C(=O)Nc3ccc(Cl)cc3)C2)s1 (configuration not stated),6.0
COc1ccc(-c2noc(Cn3cnc4c(nnn4-c4cccc(Cl)c4)c3=O)n2)c(OC)c1,-4.0
COc1ccc(CCS(=O)(=O)Nc2ccc3c(c2)C(=O)Nc2ccccc2O3)cc1,38.0
Cc1nn(-c2ncc(NC(=O)c3c(F)cccc3F)cn2)c(C)c1C,-14.0
O=C(NCc1nnc(SCc2ccc(Br)cc2)n1-c1cccc(C(F)(F)F)c1)c1cccs1,-11.0

# Quoted from the listing.
# Under PriA SSB inh, `COc1ccccc1OCC#CCNC(=O)c1cc(-c2cccs2)[nH]n1` is listed with -4.0
# Under PriA SSB inh, `c1ccc(OCCCn2cnc3ccccc32)cc1` is listed with -15.0
# Under PriA SSB inh, `O=C(COc1ccc(F)cc1)N(Cc1ccco1)C1CCOCC1` is listed with 0.0

# (more compounds)
SMILES,PriA SSB inh
COCCn1c(=NC(=O)c2ccccc2NS(=O)(=O)c2ccc(C)cc2)sc2cc(S(N)(=O)=O)ccc21,6.0
CCOC(=O)c1c(NC(=O)c2nc3ccccc3s2)sc2c1CCN(C(C)=O)C2,-2.0
Cc1nn(-c2ccccc2)c(N2CCCCC2)c1/C=N\Nc1nc2ccccc2s1,-7.0
CCOC(=O)NN=Cc1ccc(OCCSc2ccc(Cl)cc2)c(OC)c1,6.2
Cc1cc(C(=O)Nc2sccc2C#N)no1,-3.0
O=C(NCc1cnn2ccccc12)Nc1ccccc1F,-14.0
COc1ccc(C2(CNC(=O)COc3ccccc3F)CCOCC2)cc1,-16.0
CC(C)(C)c1ccc(C2=NC(C)(C)N(CC(=O)Nc3ccc4c(c3)OCO4)C2=O)cc1,-6.0
COc1cc(OC)cc(C(=O)Nc2ccc(Cc3ccc(NC(=O)c4cc(OC)cc(OC)c4)cc3)cc2)c1,-19.0
COc1cccc2cc(C(=O)NCC(O)Cn3ccccc3=O)oc12 (configuration not stated),10.0
CC1(C)Cc2cccc(OCC(=O)Nc3ccccc3Cc3nc(-c4ccco4)no3)c2O1,-19.0
COc1ccc(CCC(=O)N2CCC(Oc3nc4c(Cl)cccc4s3)CC2)cc1,-1.0
CCCC(=O)NCCn1ncc2c(=O)n(Cc3cccc(C)c3)cnc21,-9.0
Oc1cccc(C=NNc2ncnc3c2ncn3Cc2ccccc2)c1,-3.0
O=C(Nc1ccc2c(c1)C(=O)NC2=O)c1ccc(Oc2ccccc2)cc1,-2.0
O=C1OC(c2cccs2)=N/C1=C\c1ccc(-c2ccc(Cl)cc2Cl)o1,56.3
Cc1cc2c(cc1C)NC(CC(=O)NC(N)=O)C(=O)N2 (configuration not stated),-3.0
Cc1ccc(-c2noc(-c3cccn(CC(=O)Nc4ccc(C#N)cc4)c3=O)n2)cc1,-1.0
Cc1cc2cc(CNC(=O)C3CCCCC3)ccc2[nH]1,-10.0
CC(Oc1ccccc1F)c1ccnc2nc(N=CN(C)C)nn12 (configuration not stated),6.6
Cc1ccc(C)c(-c2csc(NC(=O)c3ccn(C)n3)n2)c1,3.0
CCC(C(=O)NCCn1ncc2c(=O)n(Cc3cccc(Cl)c3)cnc21)c1ccccc1 (configuration not stated),3.0
O=C(NCCc1ccncc1)c1cc(-n2ccnc2)ccn1,-8.0
O=C(CCc1ccccc1)NCC1(c2cccs2)CC1,-13.0
O=C(Cn1cnc(-c2ccccc2)cc1=O)Nc1ccc2c(c1)OCO2,-10.0
Cc1c(O)ccc(C=NNc2nc(-c3cccnc3)nc3ccccc23)c1O,0.7
Cc1ccc(-c2cn3c(C(=O)Nc4nc(C)cs4)csc3n2)cc1,-13.0
Cc1ccc(C)c(CSc2cn(CCNC(=O)c3ccccc3C)c3ccccc23)c1,-17.0
CCc1ccc(C(=O)c2c(N)c(C(N)=O)c3ccccn23)cc1,-3.0
Cc1[nH]c(=O)[nH]c(=O)c1CCc1nnc(SCC(=O)Nc2ccc(F)c(F)c2F)o1,6.0
CCn1nccc1C(=O)Nc1ccc(-c2nc3ccccc3o2)cc1,83.0*
Cc1cncnc1N1CCN(S(=O)(=O)c2ccc3c(c2)OCCO3)CC1,-8.0
COc1ccc(C=NNC(=O)c2ccc(NC(=O)c3ccccc3Br)cc2)cc1,-0.7
CC(C)C(=O)N1CCCc2ccc(NC(=O)c3ccccc3Br)cc21,1.0
O=C(NCc1ccccc1Cl)C1CCN(c2ccc(-c3cccnc3)nn2)CC1,5.0
Cc1cc(N2CCC(NC(=O)c3cc(-c4ccc(F)cc4)c[nH]3)CC2)n[nH]1,-12.0

# In a second layout: 2 of the compounds above.
SMILES | PriA SSB inh
CCn1nccc1C(=O)Nc1ccc(-c2nc3ccccc3o2)cc1 | 83.0*
Cc1cncnc1N1CCN(S(=O)(=O)c2ccc3c(c2)OCCO3)CC1 | -8.0

# (further entries)
SMILES,PriA SSB inh
COc1cn(CC(=O)Nc2ccc(C)c(Cl)c2)c(CSc2ccc(F)cc2)cc1=O,-1.0
CCC(C(=O)N(c1ccc(OC)cc1)C1C=CS(=O)(=O)C1)c1ccccc1 (configuration not stated),-10.0
CC(C)c1ccc(C=NNC(=O)CC(=O)NC2CCCCC2)cc1,-8.6
CCOC(=O)CNC(=O)Cn1nc(C2CC2)c2cnn(-c3ccccc3)c2c1=O,-6.0
CC(=NOC(=O)c1ccc(F)cc1)c1sc(-c2ccc(Cl)cc2)nc1C,-7.8
COc1ccc(C)cc1NC(=O)Cn1c(C)cc(C)c(S(=O)(=O)c2ccc(C)cc2)c1=O,-4.0
O=C(CSc1nnc2c(n1)[nH]c1ccccc12)c1ccc(Cl)cc1,-8.0
CC(C)(C)S(=O)(=O)c1ccc(N2CCC(Cc3ccccc3)CC2)nn1,-10.0
CCOc1ccc(NS(=O)(=O)c2ccc(F)c(Cl)c2)cc1,-19.0
CC(=O)c1ccc(C(=O)N(CCCn2ccnc2)c2nc3c(C)cc(C)cc3s2)cc1,49.0*
Cc1cc(NC(=O)c2cc(C)on2)on1,-15.0&-6.0

# The list is partial (hit frequency here may not be typical).
